# Assay outcomes deposited in PubChem by several laboratories.
# HDAC3 inhib = human HDAC3 inhibition; inhibition, % at 8.3 µM; O15379; 0.15% of 320,000 active; recombinant HDAC3, fluorogenic peptide/trypsin coupled, fluorescence; AID 2718; in the data active means inhibition above about 26%, passing the limit was not always enough; inconclusive means no clear call, values can overlap the other calls
# ANO1 activ = mouse TMEM16A channel activation, primary screen. Q8BHY3. HEK293 TMEM16A/YFP-H148Q/I152L, iodide quench fluorescence; hits give low values. B-score at 10 µM. 0.3% of 340,000 active. AID 623877;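 active means fluorescence-ratio B-score plate-corrected deviation score at least 3 library SD below zero, with starting fluorescence score within 5 deviations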;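 further: channel opened by trigger with iodide after compound preincubation; score built on the fluorescence ratio of max minus min over baseline; more negative score means more quench and so TMEM16A activation or potentiation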
# Target sequence (Q8BHY3 whole entry, looked up): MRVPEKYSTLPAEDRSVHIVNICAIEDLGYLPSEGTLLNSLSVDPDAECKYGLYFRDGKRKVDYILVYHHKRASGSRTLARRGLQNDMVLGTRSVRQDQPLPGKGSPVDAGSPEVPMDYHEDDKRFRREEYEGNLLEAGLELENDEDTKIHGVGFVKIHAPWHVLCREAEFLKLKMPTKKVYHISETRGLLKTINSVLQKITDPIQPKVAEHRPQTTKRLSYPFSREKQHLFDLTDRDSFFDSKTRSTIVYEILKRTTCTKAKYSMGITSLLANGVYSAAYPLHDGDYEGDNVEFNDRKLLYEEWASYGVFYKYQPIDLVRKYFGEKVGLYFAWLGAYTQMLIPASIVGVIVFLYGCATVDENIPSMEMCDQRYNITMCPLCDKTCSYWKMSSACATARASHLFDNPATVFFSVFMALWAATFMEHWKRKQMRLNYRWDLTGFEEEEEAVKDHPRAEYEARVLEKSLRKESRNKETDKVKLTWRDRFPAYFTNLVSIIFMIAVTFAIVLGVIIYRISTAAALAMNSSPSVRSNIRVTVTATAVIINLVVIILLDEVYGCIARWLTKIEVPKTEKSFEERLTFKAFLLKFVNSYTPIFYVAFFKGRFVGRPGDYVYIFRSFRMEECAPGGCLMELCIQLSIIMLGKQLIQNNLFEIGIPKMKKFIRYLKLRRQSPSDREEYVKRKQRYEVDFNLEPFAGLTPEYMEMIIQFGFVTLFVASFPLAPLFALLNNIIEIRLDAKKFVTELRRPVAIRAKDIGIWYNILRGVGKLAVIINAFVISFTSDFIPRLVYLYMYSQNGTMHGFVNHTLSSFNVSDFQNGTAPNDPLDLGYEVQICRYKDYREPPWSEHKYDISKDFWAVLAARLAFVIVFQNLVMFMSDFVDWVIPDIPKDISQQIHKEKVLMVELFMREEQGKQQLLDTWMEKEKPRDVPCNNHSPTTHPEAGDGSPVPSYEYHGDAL
# TMEM16A inh = blocks the mouse calcium-activated chloride channel TMEM16A | Q8BHY3 | HEK293 TMEM16A/YFP iodide influx fluorescence, ionomycin | normalized B-score (activity score, 25-100; higher = stronger inhibition) at 10 µM | 1.2% of 310,000 active;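 active means ratio plate-corrected score three or more library SD toward inhibition, starting fluorescence score within five deviations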;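 further: score derived from kinetic fluorescence span divided by baseline fluorescence per well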
# SKKanGAS inh = SKKanGAS growth inhibition. S. pyogenes SKKanGAS, kanamycin growth, BacTiter-Glo, 6 h. inhibition, % at 7.5 µM. 1.3% of 300,000 active. AID 1662;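 active means mean replicate score, as percent of positive control median, at least 50; inconclusive means mean below 50 but one replicate at or above 50; inactive means mean and every replicate below 50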;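 further: strain carries kanamycin resistance gene driven by streptokinase promoter and grows in 40 µg/ml kanamycin; loss of luminescence reflects streptokinase promoter inhibition or plain growth inhibition; 0% = median of DMSO wells and 100% = positive control at its reference dose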
# MrgX1 allo act = allosterically activates human MrgX1 receptor signaling; Q96LB2; MrgX1-HEK293, Fluo-4 calcium flux, FDSS; hits give high values; B-score at 10 µM; 0.63% of 310,000 active;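 active means plate-corrected calcium response at least 3 library SD above typical, normal starting fluorescence, not activating the receptor alone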;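 further: compound read alongside a low EC10 to EC30 dose of BAM8-22 agonist; peak minus trough fluorescence over baseline measured at the second addition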
# TRPC6 inhibitor = mouse TRPC6 channel inhibition. Q61143. HEK293-TRPC6, membrane potential dye, ACh-evoked depolarization; hits give low values. B-score at 10 µM. 1.1% of 310,000 active;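 active means B-score under library mean minus 3 SD, initial fluorescence not abnormally high, positive integrated signal ratio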;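 further: B-score derived from integrated fluorescence ratio over the kinetic read; more negative B-score means stronger inhibition of depolarization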
# MrgX1 antag = blocks BAM8-22 activation of human MrgX1 receptor | 1.3% of 310,000 active | Q96LB2 | MRGX1-HEK293 calcium flux, Fluo-4, BAM8-22 antagonism; hits give low values | AID 588676 | B-score at 10 µM;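 active means calcium-response B-score plate-corrected more than 3 library SD below zero, starting fluorescence within 5 deviations, no agonist response on first addition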;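 further: peak minus trough fluorescence over baseline after final BAM8-22 challenge near maximal dose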
# MrgX1 agonist = activates human MrgX1 receptor signaling | Q96LB2 | MrgX1-HEK293 cells, Fluo-4 calcium fluorescence, agonist mode; hits give high values | B-score at 10 µM | 0.44% of 310,000 active | AID 588627;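 active means calcium response B-score plate-corrected fluorescence ratio at least 3 library SD, with starting fluorescence B-score inside 5 SD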
#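 System – MrgX1-expressing HEK293 cells · Incubation – cells plated overnight, dye loaded 0.5 h 37 °C, 0.5 h room temperature · Technique – kinetic Fluo-4 NW fluorescence of intracellular calcium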
# RGS4 inh = human RGS4 inhibition. B-score at 10 µM. P49798. HEK293 M3R/RGS4 inducible, Fluo-4 calcium flux; hits give high values; triggered by carbachol at its EC20. 0.45% of 310,000 active;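 active means B-score, a plate-corrected calcium signal, over three deviations above library mean, with baseline fluorescence within five deviations of library mean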;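 further: RGS4 expression induced by doxycycline in cells with stable M3 receptor; B-score is computed from the integrated fluorescence ratio over baseline after carbachol; higher B-score means a larger calcium signal and so more RGS4 inhibition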
# TRPC6 activator = activates the mouse TRPC6 cation channel. B-score at 10 µM. 0.13% of 310,000 active. Q61143. HEK293-TRPC6 membrane potential dye fluorescence; hits give high values;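 active means B-score of the integrated fluorescence ratio above library mean plus 3 SD, and starting fluorescence ratio within library mean plus 5 SD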;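 further: higher score means more depolarization so channel activation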
# RGS4 pot = potentiators or activators of RGS4; HEK293 M3R/inducible RGS4, carbachol calcium flux Fluo4; hits give low values; B-score at 10 µM; 0.92% of 310,000 active; AID 463111;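 active means B-score of the integrated calcium signal more than 4 SD below the library mean, with starting fluorescence not abnormally high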;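 further: negative B-score means reduced calcium response which marks RGS4 activation or potentiation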
#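 test system = HEK293 cells with stable M3R and inducible RGS4 | schedule = recording 10 s baseline at 1 Hz, 100 s post-agonist | technique = Fluo4-AM (2 µM) calcium-flux fluorescence, kinetic read | measure = Agonist-evoked peak-minus-minimum fluorescence over baseline, integrated ratio, B score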
# * hit, by the source's call; i = inactive; u = inconclusive; x = not tested or not shown.
SMILES,HDAC3 inhib,ANO1 activ,TMEM16A inh,SKKanGAS inh,MrgX1 allo act,TRPC6 inhibitor,MrgX1 antag,MrgX1 agonist,RGS4 inh,TRPC6 activator,RGS4 pot
O=C(NNC(=S)NCC1CCCO1)c1cc(Br)ccc1Cl (stereo unspecified),1,i,i,16,i,i,i,i,i,i,i
O=C(N/N=C/c1ccccc1OCc1ccccc1)c1cccnc1,18,i,i,3,i,i,i,i,i,i,i
CCOC(=O)N1CCc2c(sc(NC(=O)CN3CCN(C)CC3)c2C(=O)Nc2ccccc2)C1,-3,i,i,2,i,-5.3*,i,i,i,i,i
CCC(=O)Nc1ccc(N2CCN(C(=O)c3cccs3)CC2)cc1,-1,i,i,-12,i,i,i,i,i,i,i
O=C(CN(Cc1ccc2c(c1)OCO2)C(=O)c1cnsn1)NC1CCCC1,3,i,i,5,i,i,i,i,i,i,i
O=C(CN1CCN(C(c2ccccc2)c2ccccc2)CC1)NCc1ccccc1,6,i,i,18,i,-5.5*,i,i,i,i,i
O=C(CCC1CCCC1)N1CCN(C(=O)c2cccnc2)CC1,5,x,i,-3,i,i,i,i,i,i,i
O=C(NN=C1CCCCCCCCCCC1)c1cccc(S(=O)(=O)N2CCOCC2)c1,-5,i,i,-9,i,i,i,i,i,i,i
C=C(C)n1c(=O)n(Cc2ccc(C)cc2)c2ccccc21,9,i,i,6,i,i,i,i,i,i,i
C#CCOCCOCCOCCNc1nc(N2CCN(C(=O)CCCCCCCCCCNC(=O)[C@H](CO)n3cc(CCCCCN)nn3)CC2)nc(N2CCN(C(=O)CCCCCCCCCCNC(=O)[C@H](CCCN=C(N)N)n3cc(C[C@@H](C)CC)nn3)CC2)n1,u,x,100*,x,i,x,i,70*,x,x,x
Cc1ccc(SCc2cc(=O)[nH]c(N3CCCCC3)n2)cc1,-10,i,i,-2,i,i,i,i,i,i,i
CC(C)CNC(=O)c1ccccc1NC(=O)CN(c1ccccc1)S(=O)(=O)N(C)C,-6,i,i,-1,i,i,i,i,i,i,i
CS(=O)(=O)n1nc(-c2ccc(Cl)cc2)nc1SCc1ccccc1,15,i,i,6,i,i,i,i,i,i,i
COc1cccc(/C=N/NC(=O)CNC(=O)C2COc3ccccc3O2)c1O (stereo unspecified),x,i,x,3,x,i,x,x,i,i,i
Cn1c(=O)c2c(nc(N/N=C/c3cccnc3)n2Cc2ccc(F)cc2)n(C)c1=O,-9,i,i,-2,i,i,i,i,i,i,i
O=C(c1cc(C(=O)N2CCN(c3ccc(F)cc3)CC2)cc([N+](=O)[O-])c1)N1CCN(c2ccc(F)cc2)CC1,2,i,i,27,i,i,i,i,i,i,i
Cc1noc(NS(=O)(=O)c2ccc(N/C=C\C(=O)c3ccc(Br)cc3)cc2)c1C,-5,i,i,28,i,i,i,i,6.7*,i,i
Cc1cc2nc(CCN(C(=S)NCC(C)C)C3CCCC3)[nH]c2cc1C,4,i,i,-1,i,i,i,i,i,i,i
N#Cc1c(-c2ccc(Br)cc2)nc2n(c1=O)CCCS2,6,i,i,15,i,i,i,i,i,i,i
COc1cc(NC(=S)N2CCOCC2)c(OC)cc1Cl,0,i,i,2,i,i,i,i,i,i,i
CC(C)CN(C(=O)c1ccc(=O)n(C)n1)c1nc2ccccc2s1,5,i,i,10,i,i,i,i,i,i,i
Cc1ccc(S(=O)(=O)N2[C@@H](c3ccccc3)C(C(=O)O)=CC[C@H]2c2ccc(C(C)C)cc2)cc1,3,i,100*,x,i,x,i,i,x,x,x
CCOc1ccc(CN(C(=O)c2cc3ccccc3oc2=O)C2CCS(=O)(=O)C2)cc1 (stereo unspecified),-1,i,i,-4,i,i,i,i,i,i,i
COC(=O)c1cc(NC(=O)Nc2cc(OC)ccc2OC)cc(C(=O)OC)c1,2,i,i,15,i,i,i,i,i,i,i
O=C(Nc1ccccc1)C1(c2ccccc2)CC1(Cl)Cl (stereo unspecified),5,i,i,-2,i,i,i,i,i,i,i
CCn1c(CNC(=O)c2ccco2)nnc1SCC(=O)Nc1cc(C)c(C)cc1Br,-3,i,i,-8,i,i,i,i,i,i,i
O=c1cc(-c2ccccc2)nc2cc(-c3ccc(Br)cc3)[nH]n12,-2,i,i,11,i,i,i,i,i,i,i
CC(NC(=O)C1CCN(S(=O)(=O)c2cc([N+](=O)[O-])ccc2Cl)CC1)c1ccccc1 (stereo unspecified),0,i,i,2,i,i,i,i,i,i,i
Cc1cc(NC(=O)c2ccc(C#N)cc2)n(-c2ccccc2)n1,-1,i,i,x,i,x,i,i,x,x,x
Cc1ccc(NC(=O)C2=NNC(=O)CC2)cc1F,-1,i,i,-18,i,i,i,i,i,i,i
COc1cc(/C=C/C(=O)c2ccc(Cl)s2)cc(OC)c1O,4,i,i,-15,i,i,i,i,i,i,i
Cc1ccc2cc(C)c(NCCO)nc2c1,1,i,i,-2,i,i,i,i,i,i,i
COc1ccc(-n2c(C)cc(/C=C3\C(=O)NN(c4ccccc4)C3=O)c2C)cc1,1,i,i,15,i,i,i,i,i,i,i
Cc1ccc(CNC(=O)c2ccc(N3CCC4(CC3)CC(c3ccccc3)=NO4)c(NC(=O)c3ccc(Br)cc3)c2)cc1,1,i,i,13,i,i,i,i,i,i,i
COc1cccc(C2C(C(=O)c3cc4ccccc4o3)=C(O)C(=O)N2c2cc(C)on2)c1OC (stereo unspecified),8,i,i,19,i,i,i,i,i,i,i
Cn1c(=O)c2c(ncn2CCC(=O)N/N=C/c2ccncc2)n(C)c1=O,10,i,i,-5,i,i,i,i,i,i,i
Cc1ccccc1C(=O)N1CCC(C(=O)Nc2ccc(F)cc2)CC1,0,i,i,1,i,i,i,i,i,i,i
COc1ccc(OC)c(NC(=O)CCN2C(=O)c3ccccc3C2=O)c1,-5,i,i,-1,i,i,i,i,i,i,i
CN(C)CCNc1ncnc2c1sc1nc(-c3ccccc3)c3c(c12)CCCC3,-2,i,i,19,i,i,i,i,i,i,i
CN(Cc1c(F)cccc1Cl)C(=O)c1ccc2ccccc2n1,-1,i,i,-1,i,i,i,i,i,i,i
CCOc1ccc2nc(SCC(=O)N(CC(C)C)c3c(N)n(Cc4ccccc4)c(=O)[nH]c3=O)[nH]c2c1,7,i,i,-1,i,i,i,i,i,i,i
CCn1cc(CNC(=O)c2ccc(Cl)c([N+](=O)[O-])c2)c(C)n1,-3,i,i,-8,i,i,i,i,i,i,i
CC(=O)C1C(c2cccc(F)c2)c2c(n[nH]c2C)CC1(C)O (stereo unspecified),-4,i,i,3,i,i,i,i,i,i,i
COc1ccc(CC(=O)OCC(=O)NC(=O)NC23CC4CC(CC(C4)C2)C3)cc1,1,i,i,6,i,i,i,i,i,i,i
COC(=O)c1cn(C(=O)c2ccc(C)cc2)c2ccccc12,-2,i,i,-10,i,i,i,i,i,i,i
COc1ccc(CNC(=O)CN(Cc2ccc(C)cc2)S(=O)(=O)c2ccc(Cl)cc2)cc1,1,i,i,14,i,i,i,i,i,i,i
Cn1nccc1NS(=O)(=O)c1ccc(NC(=O)C(F)(F)F)cc1,0,i,i,4,i,i,i,i,i,i,i
COc1cc(C2/C(=C(\O)c3ccc4c(c3)CC(C)O4)C(=O)C(=O)N2Cc2ccco2)ccc1O (stereo unspecified),13,i,i,-2,i,i,-5.8*,i,i,i,i
Cc1nc2ccc(NC(=O)N3CCOCC3)cc2nc1C,-24,i,i,2,i,i,i,i,i,i,i
CCOC(=O)c1ccc(NC(=O)C2CC2)cc1,10,i,i,3,i,i,i,i,i,i,i

# Next entries follow:
SMILES,HDAC3 inhib,ANO1 activ,TMEM16A inh,SKKanGAS inh,MrgX1 allo act,TRPC6 inhibitor,MrgX1 antag,MrgX1 agonist,RGS4 inh,TRPC6 activator,RGS4 pot
O=C1c2cccc3cccc(c23)C(=O)N1c1ccccn1,-13,i,i,x,i,i,i,i,i,i,i
O=C1CC[C@@H](C(=O)O)N1,-2,i,i,x,i,x,i,i,x,x,x
CC(=O)Nc1ccc(-c2cc3ccccc3o2)cc1,2,i,i,8,i,i,i,i,i,i,i
CCCc1cc(=O)oc2c(C)c(OCC(=O)N3C[C@H]4C[C@@H](C3)c3cccc(=O)n3C4)ccc12,6,i,i,-4,i,i,i,i,i,i,i
CCOC(=O)C1CCCN(Cc2cc(OC)c(O)c(OC)c2)C1 (stereo unspecified),3,i,i,-1,i,i,i,i,i,i,i
Cc1cc(=O)oc(C)c1C(=O)Nc1cccc(F)c1,-4,i,i,3,i,i,i,i,i,i,i
CCOC(=O)C(NC(C)=O)(Nc1ccc(S(=O)(=O)Nc2nccs2)cc1)C(F)(F)F (stereo unspecified),2,i,i,11,i,i,i,i,i,i,i
c1ccc2c(Nc3nc(N4CCOCC4)c4ccccc4n3)cccc2c1,-1,i,i,-10,i,i,i,i,i,i,i
c1ccc2c(OCCCCN3CCOCC3)cccc2c1,-5,i,i,2,i,i,i,i,i,i,i
O=c1nc(NCc2ccccc2Cl)cn[nH]1,0,i,i,-3,i,i,i,i,i,i,i
O=[N+]([O-])c1cccnc1Sc1n[nH]c(-c2ccc(Cl)cc2)n1,-8,i,i,-1,i,i,i,i,i,i,i
CCCCCCCCCCCCN1[C@@H](CC(=O)OC)c2cc(F)cc(F)c2S1(=O)=O,3,i,i,3,i,i,i,i,i,i,i
CCC(=O)Nc1cccc(C(=O)/C=C/c2cccs2)c1,10,i,i,2,i,i,i,i,i,i,i
CCCCCCCCCn1ccc(=N)cc1,11,i,i,5,i,i,i,i,i,i,i
COc1ccc(CNC(=O)CC2(CC(=O)O)CCCCC2)cc1,6,i,i,3,i,i,i,i,i,i,i
N#Cc1c2n(c3c(=S)nc[nH]c13)CCCCC2,9,i,i,0,i,i,i,i,i,i,i
Cc1ccccc1-n1nnnc1SCC(C)C,5,i,i,9,i,i,i,i,i,i,i
Cc1ccc(CSc2nnc3nc(C)cc(C)n23)cc1,4,i,i,-6,i,i,i,i,i,i,i
COc1ccc(CN2C(=O)CN(C3CCCCCC3)C(=O)C2c2ccc(F)cc2)cc1 (stereo unspecified),4,i,i,0,i,i,i,i,i,i,i
COc1ccccc1NC(=O)N(Cc1ccccc1)C1=NCC(C)S1 (stereo unspecified),0,i,i,2,i,i,i,i,i,i,i
Cc1cc(=O)[nH]c(SCC(=O)NCCc2ccccc2)n1,8,i,i,1,i,i,i,i,i,i,i
